NCI-60 one-dose screen, 48 h, at 10 µM unless noted. Numbers give growth in % (100 = growth as untreated, 0 = no growth, -100 = all killed).
HOP-92: HOP-92 NSCLC cells; actives 6.3% (n = 71,000); AID 1794738
A549/ATCC: A549/ATCC NSCLC. actives 3.7% (n = 81,000)
LOX IMVI: LOX IMVI melanoma; actives 7.4% (n = 79,000); AID 1794757
SK-MEL-5: SK-MEL-5 melanoma | actives 6.4% (n = 80,000) | AID 1794755
EKVX: EKVX NSCLC; actives 3% (n = 71,000); AID 1794765
HOP-62: HOP-62 NSCLC; actives 3.9% (n = 80,000)
M14: M14 melanoma. actives 6.2% (n = 80,000)
CCRF-CEM: CCRF-CEM leukemia | actives 7% (n = 77,000)
* marks the source's active call; other numbers are inactive results; . = no result given; & = joins results of further samples; ! = not confirmed by another sample. How the source made its calls: active means growth percent below 10; inactive means the rest.

[1] O=C1Nc2ccccc2/C1=N/c1nc(-c2ccc(Cl)cc2)cs1
[2] Cc1cnc(C(=O)Nc2nc3ccc(S(=O)(=O)Nc4ccc(C5(C(F)(F)F)CC5)cc4)cc3[nH]2)cn1
[3] CCC(C)/C(=C\C#N)NCCCN/C(=C/C#N)C(C)CC (stereo not drawn)
[4] Cc1onc(-c2ccccc2)c1-c1ccc(S(N)(=O)=O)cc1
[5] Cc1ccc(C2CC(c3ccccc3)=NN2C(=O)c2ccc(S(N)(=O)=O)cc2)cc1 (stereo not drawn)
[6] CCOC(=O)c1sc(NC(=O)c2ccc(C)cc2)nc1C
[7] O=S(=O)(c1ccccc1F)N1CCN(c2nccc(-c3c(-c4cccc(F)c4)nc4sccn34)n2)CC1
[8] C#CCOc1ccc(C(Nc2ccc(F)c(F)c2)c2nnnn2C2CCCCC2)cc1OC (stereo not drawn)
compound no.,1,2,3,4,5,6,7,8
SK-MEL-5,77,-3.9*,108,100,98,.,61,99
LOX IMVI,69,35,94,105,97,89,89,103
A549/ATCC,49,24,103,87,95,84,75,89
HOP-92,51,33,87,80,74,95,57,91
CCRF-CEM,41,11,97,95,94,94,74,99
EKVX,60,59,101,100,88,93,73,75
M14,68,6.7*,96,103,97,98,92,.
HOP-62,56,21,106,.,91,91,102,92

[9] Nc1[nH]c(=S)[nH]c(=O)c1Br
[10] Oc1ccc2c(ccc3[nH]cnc32)c1
[11] COc1ccc(/C=C(\C#N)c2cc3ccccc3n2C)cc1
[12] COc1ccc(Nc2ccc3ccccc3c2)cc1
[13] COc1ccc(C(=O)N=Nc2c(O)n(C)c3ccccc23)cc1
[14] C#CCOC(=O)Nc1cccc(Cl)c1
[15] CCCCCCCCCCCCCCCCNC(=S)N/N=C/c1ccc(OC)c(OC)c1
[16] O=C(n1ccc2cc(OS(=O)(=O)c3ccc(Cl)c(C(F)(F)F)c3)ccc21)C12CC3CC(CC(C3)C1)C2
compound no.,9,10,11,12,13,14,15,16
SK-MEL-5,96,99,23,74,89,100,90,101
LOX IMVI,103,103,39,74,82,101,96,94
A549/ATCC,90,105,27,.,105,99,95,102
HOP-92,94,.,76,.,86,.,115,90
CCRF-CEM,98,109,18,57,94,94,89,104
EKVX,99,85,39,93,77,.,93,96
M14,103,110,6.6*,73,101,101,110,94
HOP-62,98,99,.,68,98,98,118,98

[17] O=C(Nc1ccc(Br)cc1)c1cc(Br)c(O)c(Br)c1O
[18] CCOc1ccc(N=Nc2ccccc2)cc1
[19] CC(=O)OC1Oc2ccccc2-c2oc(=O)c(-c3ccc([N+](=O)[O-])cc3)cc21 (stereo not drawn)
[20] Nc1ccc(C(=O)Nc2cc(S(=O)(=O)O)cc3cc(S(=O)(=O)O)ccc23)cc1
[21] COC(=O)/C=C\C(=O)O
[22] Nc1ccc2ccccc2c1N=Nc1ccc(/C=C/c2ccc(N=Nc3c(N)ccc4ccccc34)cc2S(=O)(=O)O)c(S(=O)(=O)O)c1
[23] NS(=O)(=O)c1ccc(C(=O)NN2C(=O)c3cc(Cl)c(Cl)cc3C2=O)cc1
[24] c1cncc(-c2nc3ccccc3[nH]2)c1
compound no.,17,18,19,20,21,22,23,24
SK-MEL-5,88,98,80,117,107,94,102,91
LOX IMVI,88,105,94,97,103&102,91,101,94
A549/ATCC,75,.,89,128,105&93,105,97,94
HOP-92,67,97,20,139,99,.,97,103
CCRF-CEM,88,92,89,112,116&100,.,97,110
EKVX,98,98,80,105,106,94,100,120
M14,88,108,.,107,107&103,106,102,100
HOP-62,94,98,112,111,122&96,93,109,83

[25] O=C(NC(=S)Nc1ccccn1)c1ccccc1
[26] C/C(Cc1ccc(Cl)cc1)=C(/c1ccc(Cl)cc1)c1ccc(OCCN)cc1
[27] CCc1ccccc1-n1c(-c2cccs2)cc(-c2ccc(OC)cc2)c(C#N)c1=O
[28] Cc1ccc2sc3c(c2c1)Oc1ncnc(N)c1C3c1ccc(Cl)cc1 (stereo not drawn)
[29] O=c1cc(-c2nc(-c3ccccc3)c(-c3ccccc3)[nH]2)c2cc(Cl)ccc2o1
[30] COC(=O)C(=O)C(CC(=O)Nc1ccc(C)cc1)C(=O)OC (stereo not drawn)
[31] CCCCCCCOC(C)=O
[32] Cc1ccc(S(=O)(=O)NN/C(N)=N\S(=O)(=O)c2cc(C)c(Cl)cc2SCc2ccccc2)cc1
compound no.,25,26,27,28,29,30,31,32
SK-MEL-5,93,97,105,78,70,97,100,104
LOX IMVI,95,90,94,89,79,99,102,92
A549/ATCC,101,99,82,80,96,89,93,57
HOP-92,79,81,61,.,84,88,101,71
CCRF-CEM,62,87,91,68,78,102,99,74
EKVX,75,95,93,55,80,98,92,107
M14,92,94,97,95,94,105,100,.
HOP-62,106,99,102,89,92,91,93,82

[33] O=C1CN(/N=C/c2ccc(-c3ccc([N+](=O)[O-])cc3)o2)C(=O)N1
[34] COC(=O)c1ccc(-n2cc(CCCOS(=O)(=O)c3ccc(C)cc3)nn2)cc1
[35] Cc1ccc(NC(=O)NNC(=O)/C=C/c2cn(-c3ccccc3)nc2-c2ccc(Br)cc2)cc1
[36] Cc1nc(-c2ccc(N)cc2)ccc1C(=O)N=Nc1c(O)[nH]c2ccc(Br)cc12
[37] COc1cc(-c2ccc(N=C=O)c(OC)c2)ccc1N=C=O
[38] Clc1cccc(-c2nc(N3CCOCC3)c3c4c(sc3n2)CCCC4)c1
[39] O=C(Nc1ncc(Cc2ccccc2)s1)c1sc2ccccc2c1Cl
[40] CC(C)N=c1cc2n(-c3ccc(Cl)cc3)c3ccccc3nc-2cc1Nc1ccc(Cl)cc1
compound no.,33,34,35,36,37,38,39,40
SK-MEL-5,94,102,108,101,101,97,3.7*,-73*!
LOX IMVI,82,99,98,122,89,106,47,-81*
A549/ATCC,99,100,111,103,95,102,27,16&43&20
HOP-92,83,97,91,111,90,111,77,-0.5*
CCRF-CEM,100,95,57,103,102,96,19,1.9*!
EKVX,92,99,106,88,113,102,30,12&23&40
M14,109,100,105,.,97,98,11,-57*
HOP-62,98,101,99,106,96,91,25,43&73&56

[41] CC1(C)CC[C@]2(C(=O)O)CC[C@]3(C)C(=CC[C@@H]4[C@@]5(C)C/C(=C/c6cccnc6)C(=O)C(C)(C)[C@@H]5CC[C@]43C)[C@@H]2C1
[42] CCCCCCCCCc1cc(CN2CCCCC2)c(O)c(CN2CCCCC2)c1
[43] CC(C)CC(=O)NC1CCCCC1
[44] CC12CCC3C4(C)COC(c5ccco5)OC4CCC3(C)C1CC(C1=CCOC1=O)O2 (stereo not drawn)
[45] CC/C(Br)=C(\Br)Cn1cnc2c(OC)ncnc21
[46] O=C(O)CCC(NC(=O)c1cccc([N+](=O)[O-])c1)C(=O)O (stereo not drawn)
[47] CCC(=O)c1ccc(OCc2ccccc2)cc1
[48] COc1ccc(-c2nc(Br)cn3ccnc23)cc1
compound no.,41,42,43,44,45,46,47,48
SK-MEL-5,109,40,102,101,89,99,94,89
LOX IMVI,106,49,99,106,93,98,91,93
A549/ATCC,76,62,80,107,95,105,95,102
HOP-92,90,13,92,100,79,.,92,71
CCRF-CEM,81,62,91,101,94,105,91,98
EKVX,101,38,106,92,87,110,94,.
M14,98,68,96,99,91,105,93,103
HOP-62,91,78,104,105,88,103,97,104

[49] O=C(c1c(-[n+]2noc(=O)[nH]2)no[n+]1[O-])N1CCOCC1
[50] O=C(NCc1ccco1)c1ccc(-c2ccc(Br)cc2)o1
[51] C=CCC(=O)N[C@@H](/C=C/C(=O)O)Cc1ccc(-c2cc(Cl)cc(Cl)c2)cc1
[52] OCCSc1c(Cl)c(Cl)c(SCCO)c(Cl)c1Cl
[53] O=C1CC(C(F)(F)F)=NN1C(=O)c1nn(-c2ccc(Cl)cc2)cc1O
[54] CC(C)=CCC[C@](C)(O)[C@H]1CC[C@]2(C)[C@@H]1CC[C@@H]1[C@@]3(C)C/C(=C/c4ccc(C(F)(F)F)cc4C(F)(F)F)C(=O)C(C)(C)[C@@H]3CC[C@]12C
[55] N=c1oc2ccc(Br)cc2cc1C(=O)Nc1cc(-c2ccccc2)nn1-c1ccccc1
[56] CCOC(=O)C1=CSC2=NC3=C(CCCC/C3=C\c3ccc(Cl)cc3)C(c3ccc(Cl)cc3)N12 (stereo not drawn)
compound no.,49,50,51,52,53,54,55,56
SK-MEL-5,.,94,72,102,88,99,101,98
LOX IMVI,97,100,81,100,63,.,100,100
A549/ATCC,105,93,72,97,91,94,99,100
HOP-92,119,.,82,75,.,94,84,123
CCRF-CEM,103,91,88,102,53,94,100,106
EKVX,102,.,90,61,79,101,95,104
M14,100,96,89,105,88,91,98,106
HOP-62,107,107,74,110,70,98,106,100

Given with two lines to a compound: entries from further up.
Sequence of screens – SK-MEL-5 | LOX IMVI | A549/ATCC | HOP-92 | CCRF-CEM | EKVX | M14 | HOP-62
40. CC(C)N=c1cc2n(-c3ccc(Cl)cc3)c3ccccc3nc-2cc1Nc1ccc(Cl)cc1
→ -73*! | -81* | 16&43&20 | -0.5* | 1.9*! | 12&23&40 | -57* | 43&73&56
41. CC1(C)CC[C@]2(C(=O)O)CC[C@]3(C)C(=CC[C@@H]4[C@@]5(C)C/C(=C/c6cccnc6)C(=O)C(C)(C)[C@@H]5CC[C@]43C)[C@@H]2C1
→ 109 | 106 | 76 | 90 | 81 | 101 | 98 | 91
42. CCCCCCCCCc1cc(CN2CCCCC2)c(O)c(CN2CCCCC2)c1
→ 40 | 49 | 62 | 13 | 62 | 38 | 68 | 78
43. CC(C)CC(=O)NC1CCCCC1
→ 102 | 99 | 80 | 92 | 91 | 106 | 96 | 104
44. CC12CCC3C4(C)COC(c5ccco5)OC4CCC3(C)C1CC(C1=CCOC1=O)O2 (stereo not drawn)
→ 101 | 106 | 107 | 100 | 101 | 92 | 99 | 105
45. CC/C(Br)=C(\Br)Cn1cnc2c(OC)ncnc21
→ 89 | 93 | 95 | 79 | 94 | 87 | 91 | 88
46. O=C(O)CCC(NC(=O)c1cccc([N+](=O)[O-])c1)C(=O)O (stereo not drawn)
→ 99 | 98 | 105 | . | 105 | 110 | 105 | 103
47. CCC(=O)c1ccc(OCc2ccccc2)cc1
→ 94 | 91 | 95 | 92 | 91 | 94 | 93 | 97
48. COc1ccc(-c2nc(Br)cn3ccnc23)cc1
→ 89 | 93 | 102 | 71 | 98 | . | 103 | 104
49. O=C(c1c(-[n+]2noc(=O)[nH]2)no[n+]1[O-])N1CCOCC1
→ . | 97 | 105 | 119 | 103 | 102 | 100 | 107
50. O=C(NCc1ccco1)c1ccc(-c2ccc(Br)cc2)o1
→ 94 | 100 | 93 | . | 91 | . | 96 | 107
51. C=CCC(=O)N[C@@H](/C=C/C(=O)O)Cc1ccc(-c2cc(Cl)cc(Cl)c2)cc1
→ 72 | 81 | 72 | 82 | 88 | 90 | 89 | 74
52. OCCSc1c(Cl)c(Cl)c(SCCO)c(Cl)c1Cl
→ 102 | 100 | 97 | 75 | 102 | 61 | 105 | 110
53. O=C1CC(C(F)(F)F)=NN1C(=O)c1nn(-c2ccc(Cl)cc2)cc1O
→ 88 | 63 | 91 | . | 53 | 79 | 88 | 70
54. CC(C)=CCC[C@](C)(O)[C@H]1CC[C@]2(C)[C@@H]1CC[C@@H]1[C@@]3(C)C/C(=C/c4ccc(C(F)(F)F)cc4C(F)(F)F)C(=O)C(C)(C)[C@@H]3CC[C@]12C
→ 99 | . | 94 | 94 | 94 | 101 | 91 | 98
55. N=c1oc2ccc(Br)cc2cc1C(=O)Nc1cc(-c2ccccc2)nn1-c1ccccc1
→ 101 | 100 | 99 | 84 | 100 | 95 | 98 | 106
56. CCOC(=O)C1=CSC2=NC3=C(CCCC/C3=C\c3ccc(Cl)cc3)C(c3ccc(Cl)cc3)N12 (stereo not drawn)
→ 98 | 100 | 100 | 123 | 106 | 104 | 106 | 100

New compounds follow:
[57] O=C(Nc1cccc(Cl)c1)Nc1nccnc1OCc1ccccc1
[58] O=C(O)/C=C\CCCCCCCCC(=O)O
[59] CCOC(=O)Oc1c(OC)cc(C(=O)O[C@@H]2C[C@@H]3CN4CCc5c([nH]c6cc(OC)ccc56)[C@H]4C[C@@H]3[C@H](C(=O)OC)[C@H]2OC)cc1OC
[60] COc1ccc(Cl)cc1Nc1nc(C(F)(F)F)ccc1C(=O)NN
[61] CCN1C(=S)N(CC)C2C1N=C(SC)N2/N=C/C=C/c1ccccc1OC (stereo not drawn)
[62] COc1ccc(N)c(N)c1
[63] CC(=O)OC[C@H]1O[C@@H](OC[C@H]2O[C@@H](OC(=O)[C@@]34CC[C@]5(C)C(=CC[C@@H]6[C@@]7(C)CC[C@@H](O)C(C)(C)[C@@H]7CC[C@]65C)[C@H]3CC(C)(C)C(=O)C4)[C@H](O)[C@@H](O)[C@@H]2O)[C@H](O)[C@@H](O)[C@@H]1OC1OC(C)C(O)C(O)C1O (stereo partly drawn)
[64] CC1(C)CC[C@]2(C(=O)N3CCOCC3)CC[C@]3(C)C(=CC[C@@H]4[C@@]5(C)Cc6c(n(CC#CCN7CCNCC7)c7ccccc67)C(C)(C)[C@@H]5CC[C@]43C)[C@@H]2C1
compound no.,57,58,59,60,61,62,63,64
SK-MEL-5,103,95,86,78,67,105,75,106
LOX IMVI,93,100,14,5.4*,57,99,82,120
A549/ATCC,90,105,42,48,84,98,79,103
HOP-92,80,.,19,.,87,92,17,109
CCRF-CEM,90,105,-11*,-76*,84,83,60,100
EKVX,90,101,65,28,62,105,94,97
M14,98,101,72,38,94,101,46,107
HOP-62,78,104,98,-31*,102,105,88,111

[65] Cc1ccc(CSc2nc(-c3ccc(F)cc3)c(C#N)c(N3CCN(C)CC3)n2)cc1
[66] N#CC(/C=N\Nc1ncc(C#N)c(N)n1)=C\c1ccc(Cl)cc1
[67] O=[N+]([O-])c1ccc([I+]c2ccccc2)cc1
[68] C#C[C@]1(O)CC[C@@H]2C3[C@H](C)CC4=C(CCC(=O)C4)[C@H]3CC[C@@]21C (stereo partly drawn)
compound no.,65,66,67,68
SK-MEL-5,94,95,-29*,90
LOX IMVI,87,94,-82*,96
A549/ATCC,87,90,-72*,88
HOP-92,61,97,60,85
CCRF-CEM,85,97,.,83
EKVX,87,92,-62*,66
M14,100,102,-37*,106
HOP-62,87,109,-68*,.

Compound activity: PubChem BioAssay, NCI
